TcdB GH inh: inhibitors of Clostridioides difficile toxin B glycohydrolase; inhibition, % at 9.99 µM; TcdB glycohydrolase enzymatic assay, plate reader; hit rate 0.24% among 350,000; P18177; in the data active = inhibition above about 10%
Target sequence (P18177 whole entry, looked up): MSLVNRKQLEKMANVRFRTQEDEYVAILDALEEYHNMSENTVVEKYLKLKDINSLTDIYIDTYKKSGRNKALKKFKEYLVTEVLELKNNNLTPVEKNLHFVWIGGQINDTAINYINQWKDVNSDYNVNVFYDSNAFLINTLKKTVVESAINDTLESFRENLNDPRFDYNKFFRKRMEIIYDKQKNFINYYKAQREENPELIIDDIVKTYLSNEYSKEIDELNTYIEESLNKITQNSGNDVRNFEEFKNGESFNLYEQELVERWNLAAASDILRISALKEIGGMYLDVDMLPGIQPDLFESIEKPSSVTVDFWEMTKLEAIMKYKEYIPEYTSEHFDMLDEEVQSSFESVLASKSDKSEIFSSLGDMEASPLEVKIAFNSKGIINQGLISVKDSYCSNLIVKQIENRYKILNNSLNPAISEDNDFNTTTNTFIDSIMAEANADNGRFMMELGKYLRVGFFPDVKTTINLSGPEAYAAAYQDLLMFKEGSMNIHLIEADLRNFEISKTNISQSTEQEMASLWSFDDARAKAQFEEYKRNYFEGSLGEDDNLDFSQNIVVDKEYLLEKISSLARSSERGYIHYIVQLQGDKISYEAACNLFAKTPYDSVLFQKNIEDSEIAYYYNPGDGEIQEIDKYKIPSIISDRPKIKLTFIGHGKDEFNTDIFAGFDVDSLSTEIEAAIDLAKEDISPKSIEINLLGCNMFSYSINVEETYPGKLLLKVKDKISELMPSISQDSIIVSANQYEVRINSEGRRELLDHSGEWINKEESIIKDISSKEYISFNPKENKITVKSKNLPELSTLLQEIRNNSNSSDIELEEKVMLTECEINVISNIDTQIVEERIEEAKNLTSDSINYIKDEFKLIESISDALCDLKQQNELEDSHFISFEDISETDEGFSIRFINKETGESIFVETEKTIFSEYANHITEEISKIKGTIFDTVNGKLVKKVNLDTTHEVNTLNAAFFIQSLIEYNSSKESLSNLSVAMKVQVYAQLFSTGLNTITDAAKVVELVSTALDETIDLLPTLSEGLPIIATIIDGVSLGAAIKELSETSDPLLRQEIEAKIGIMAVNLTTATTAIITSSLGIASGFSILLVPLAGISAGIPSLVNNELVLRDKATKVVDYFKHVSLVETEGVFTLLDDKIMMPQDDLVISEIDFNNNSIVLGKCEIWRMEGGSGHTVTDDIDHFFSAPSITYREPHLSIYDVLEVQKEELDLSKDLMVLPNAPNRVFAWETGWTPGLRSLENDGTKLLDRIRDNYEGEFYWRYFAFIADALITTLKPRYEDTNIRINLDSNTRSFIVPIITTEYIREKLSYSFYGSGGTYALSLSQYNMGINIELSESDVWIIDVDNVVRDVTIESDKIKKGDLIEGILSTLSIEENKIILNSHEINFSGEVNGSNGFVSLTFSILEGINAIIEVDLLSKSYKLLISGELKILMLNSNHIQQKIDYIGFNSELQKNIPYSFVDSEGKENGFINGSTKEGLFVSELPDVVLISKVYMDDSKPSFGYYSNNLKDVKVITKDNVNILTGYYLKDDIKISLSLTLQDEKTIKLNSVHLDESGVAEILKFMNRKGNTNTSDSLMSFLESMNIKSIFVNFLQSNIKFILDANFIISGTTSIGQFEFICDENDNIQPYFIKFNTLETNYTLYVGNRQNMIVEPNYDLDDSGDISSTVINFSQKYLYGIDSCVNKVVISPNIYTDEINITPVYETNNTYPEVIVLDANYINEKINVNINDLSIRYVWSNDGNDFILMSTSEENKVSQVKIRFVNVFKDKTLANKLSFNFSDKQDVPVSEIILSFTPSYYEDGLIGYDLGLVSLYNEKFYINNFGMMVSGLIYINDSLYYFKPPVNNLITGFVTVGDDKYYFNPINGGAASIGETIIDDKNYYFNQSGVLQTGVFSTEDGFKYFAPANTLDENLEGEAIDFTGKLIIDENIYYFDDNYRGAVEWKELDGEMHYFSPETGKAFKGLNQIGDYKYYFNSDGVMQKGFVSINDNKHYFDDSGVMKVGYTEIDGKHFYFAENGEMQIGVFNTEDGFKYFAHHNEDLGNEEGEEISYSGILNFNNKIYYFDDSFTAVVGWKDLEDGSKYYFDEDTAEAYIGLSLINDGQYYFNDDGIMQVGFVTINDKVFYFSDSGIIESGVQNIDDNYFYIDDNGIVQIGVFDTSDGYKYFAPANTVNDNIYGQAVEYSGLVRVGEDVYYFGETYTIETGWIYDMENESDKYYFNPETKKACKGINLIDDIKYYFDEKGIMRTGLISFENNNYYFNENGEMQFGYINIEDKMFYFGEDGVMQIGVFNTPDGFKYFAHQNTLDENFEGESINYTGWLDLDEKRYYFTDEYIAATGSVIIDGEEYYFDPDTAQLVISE
An asterisk follows results filed as active; & = joins results of further samples.

SMILES	TcdB GH inh
CCN1[C@H](C(=O)Nc2nccs2)[C@@H](CO)[C@@H]2Cn3c(ccc(/C=C/c4ccccc4)c3=O)[C@@H]21	-0.9
C[C@H]1CN([C@@H](C)CO)C(=O)Cc2cc(NC(=O)C3CC3)ccc2O[C@H]1CN(C)Cc1ccc(C(F)(F)F)cc1	-1.2
CN(C)C(=O)[C@@H]1[C@@H](CO)[C@@H]2Cn3c(ccc(C4=CCCC4)c3=O)[C@H]1N2CC1CC1	0.8
COc1cccc(C#Cc2ccc([C@H]3[C@H]4CN(C(=O)Cc5cccnc5)CC(=O)N4[C@H]3CO)cc2)c1	0.5
CO[C@@H]1CN(C)C(=O)c2cc(NS(=O)(=O)Cc3ccccc3)ccc2OC[C@H](C)NC[C@@H]1C	0.7
C[C@H](CO)N1C[C@H](C)[C@H](CN(C)C(=O)NC2CCCCC2)Oc2ncc(C#CC(C)(C)O)cc2C1=O	1.3
COc1ccc(NC(=O)N[C@@H]2CC[C@H](CCNS(=O)(=O)c3ccccc3F)O[C@@H]2CO)cc1	0.8
O=C(NCC[C@@H]1CC[C@H](NS(=O)(=O)c2cccc(Cl)c2)[C@H](CO)O1)c1cnccn1	-1.6
C[C@@H]1CN([C@@H](C)CO)C(=O)c2cc(NC(=O)Nc3ccc(C(F)(F)F)cc3)ccc2O[C@@H]1CN(C)CC1CCCCC1	0.9
C[C@@H]1CN([C@@H](C)CO)C(=O)c2cc(NC(=O)CCCN(C)C)ccc2O[C@@H](C)CCCCO[C@H]1CN(C)Cc1ccccc1	0.9
COc1ccc2c3c(n(C)c2c1)[C@H](CO)N(CC1CC1)CC31CN(S(=O)(=O)c2cn(C)cn2)C1	0.5
COC(=O)c1cn(CCCNC(=O)Nc2ccccc2)nn1	-0.3
N#C[C@H]1[C@@H](c2ccccc2C2=CCCC2)[C@@H](CO)N1C(=O)C1CCOCC1	0.0
C[C@H](O)C#Cc1ccc2c(c1)O[C@H](CN(C)C(=O)c1ccccc1)[C@H](C)CN([C@H](C)CO)S2(=O)=O	-1.2
O=C(C[C@H]1C=C[C@H](NS(=O)(=O)c2ccc(F)cc2)[C@@H](CO)O1)N1CCN(c2ccccc2)CC1	0.2
COc1ccccc1CN1[C@@H]2CN(C(=O)C3CCCCC3)c3ccccc3[C@@H]2[C@@H]1CO	1.2
COc1ccc2c3c(n(C)c2c1)[C@H](CO)N(C(C)=O)CC31CN(C(=O)Nc2ccccc2F)C1	-0.2
COCC(=O)N1C[C@@H](C)[C@@H](OC)CN(C)C(=O)c2cc(NC(=O)Nc3ccccc3)ccc2OC[C@H]1C	1.5
C[C@@H]1CN([C@@H](C)CO)C(=O)CCCn2cc(nn2)CO[C@H]1CN(C)S(=O)(=O)c1ccc(Oc2ccccc2)cc1	-1.2&-1.2
CCC(=O)N1CC2(C1)[C@H](c1ccccc1)[C@@H](CO)N2Cc1ccccc1F	-0.7
C[C@@H]1CN([C@H](C)CO)C(=O)Cc2cc(NS(=O)(=O)c3ccccc3)ccc2O[C@@H]1CN(C)S(C)(=O)=O	-1.0
CO[C@H]1CN(C)C(=O)c2ccc(NS(=O)(=O)c3ccc(C)cc3)cc2OC[C@H](C)N(C(=O)NC(C)C)C[C@@H]1C	0.1
Cc1ccc(S[C@]2(C(=O)NCC(F)(F)F)CC(=O)N(C3CCCCC3)[C@@H]2c2ccc(CO)cc2I)cc1	0.6
O=C(c1cccc(F)c1)N1CC(=O)N2[C@@H](CO)[C@H](c3ccc(-c4cccnc4)cc3)[C@@H]2C1	-1.5
Cc1ccccc1-c1ccc([C@@H]2[C@H]3CN(S(=O)(=O)c4cn(C)cn4)CCCCN3[C@H]2CO)cc1	0.9
Later entries.
SMILES	TcdB GH inh
Cc1ccc(-c2ccc3c(c2)O[C@@H](CN(C)C(=O)C2CCC2)[C@@H](C)CN([C@@H](C)CO)S3(=O)=O)cc1	1.1
O=C(C1CCCCC1)N1CC(=O)N2[C@H](CO)[C@@H](c3ccc(-c4ccccc4F)cc3)[C@H]2C1	-0.1
O=C(c1ccccc1F)N1CC2(C1)[C@H](c1ccccc1)[C@H](CO)N2CC1CC1	0.0
Cc1cc(C(=O)Nc2cccc3c2O[C@@H](CN(C)Cc2ccc(C(=O)O)cc2)[C@H](C)CN([C@@H](C)CO)C3=O)n(C)n1	-8.6
C[C@H](O)C#Cc1ccc2c(c1)O[C@@H](CN(C)Cc1cccnc1)[C@H](C)CN([C@H](C)CO)S2(=O)=O	0.8
C[C@@H]1CN([C@@H](C)CO)C(=O)c2cc(N(C)C)ccc2O[C@@H](C)CCCCO[C@@H]1CN(C)Cc1ccccc1	-24
COc1ccc(NC(=O)Nc2ccc3c(c2)[C@H]2C[C@H](CC(=O)NCc4ccccn4)O[C@@H](CO)[C@H]2O3)cc1	-0.2
CN(C)CC(=O)N1[C@H](C#N)[C@@H](c2ccc(C#CC3CCCCC3)cc2)[C@@H]1CO	-2.8
CC(C)NC(=O)N1CC(=O)N2[C@H](CO)[C@@H](c3ccc(C#CCN(C)C)cc3)[C@H]2C1	0.1
C[C@H](CO)N1C[C@H](C)[C@H](CN(C)C(=O)c2cccnc2)Oc2cc(C3=CCCC3)ccc2S1(=O)=O	0.3
Cc1ccccc1S(=O)(=O)N[C@H]1CC[C@@H](CCn2cc(-c3ccc(F)cc3)nn2)O[C@@H]1CO	1.1
C[C@@H]1CN([C@H](C)CO)C(=O)c2cccc(NS(C)(=O)=O)c2O[C@@H]1CN(C)Cc1ccc(Cl)c(Cl)c1	-1.3
Cc1ccccc1S(=O)(=O)N1CC(=O)N2[C@H](CO)[C@@H](c3ccc(C#CCC(C)C)cc3)[C@H]2C1	0.4
COc1ccc(C#Cc2ccc3c(c2)O[C@@H](CN(C)C(=O)NC2CCCCC2)[C@@H](C)CN([C@@H](C)CO)S3(=O)=O)cc1	-1.3
O=C(C1CCCCC1)N1CC2(C1)[C@H](c1ccccc1)[C@@H](CO)N2CCC(F)(F)F	-11
COCC#Cc1cnc2c(c1)C(=O)N([C@@H](C)CO)C[C@H](C)[C@H](CN(C)C(=O)c1cccc(F)c1)O2	-0.3
O=C(Nc1ccc2c(c1)OCO2)N[C@@H]1CC[C@@H](CC(=O)N2CCN(c3ccccc3)CC2)O[C@@H]1CO	-0.3
COc1ccccc1NC(=O)N(C)C[C@@H]1Oc2ncc(Br)cc2C(=O)N([C@@H](C)CO)C[C@H]1C	1.4
O=C(Cc1ccccn1)N[C@@H]1CC[C@H](CCn2cc(-c3ccc(F)cc3)nn2)O[C@@H]1CO	0.1
COc1ccccc1CN1CC[C@H]2[C@H](CO)Nc3ccc(C#Cc4ccccc4)cc3[C@H]21	1.8
C[C@H](CO)N1C[C@H](C)[C@@H](CN(C)C(=O)C2CC2)Oc2cc(C#Cc3ccccn3)ccc2S1(=O)=O	-1.9
COc1ccccc1S(=O)(=O)N[C@H]1C=C[C@@H](CC(=O)N2CCOCC2)O[C@H]1CO	-19
Cn1cnc(S(=O)(=O)N2CCCCN3[C@H](CO)[C@H](c4ccc(C5=CCCC5)cc4)[C@@H]3C2)c1	-1.1
COc1ccccc1C#Cc1ccc2c(c1)[C@@H]1[C@@H](CCN1C(=O)c1ccc(F)cc1)[C@@H](CO)N2	-0.9
COc1ccc(S(=O)(=O)N(C)C[C@@H]2OCCCC[C@@H](C)Oc3ccc(NC(=O)c4ccncc4)cc3C(=O)N([C@@H](C)CO)C[C@@H]2C)cc1	1.0
Going on with the list.
SMILES	TcdB GH inh
O=S(=O)(c1ccc(-c2ccccc2)cc1)N1CCN(Cc2cccc(OCCO)c2)CC1	-1.0
Cc1cccc(S(=O)(=O)N2CCCCN3[C@H](CO)[C@H](c4ccc(-c5ccncc5)cc4)[C@H]3C2)c1	-0.6
O=C(c1cccc(F)c1)N1CC2(C1)[C@@H](c1ccccc1)[C@@H](CO)N2C(=O)C1CCC1	0.2
CC(C)CC#Cc1ccc([C@H]2[C@@H](CO)N3C(=O)CN(C(=O)c4cnccn4)C[C@H]23)cc1	1.0
C[C@H](NC(=O)[C@@H]1[C@@H](CO)[C@@H]2Cn3c(ccc(-c4ccccc4F)c3=O)[C@H]1N2C)c1ccccc1	1.1
C[C@H]1CCCCO[C@@H](CN(C)CC2CCCCC2)[C@@H](C)CN([C@@H](C)CO)C(=O)c2cc(NC(=O)c3ccccc3)ccc2O1	-2.6
CO[C@H]1CC[C@@H]2CCN(C)C(=O)[C@H](C)[C@H](OC)CN(C)C(=O)c3cccc(C#N)c3OC[C@@H]1O2	0.2
O=C(C[C@@H]1CC[C@@H](NC(=O)Cc2cccnc2)[C@H](CO)O1)Nc1ccc(-c2ccccc2)cc1	-15
C[C@@H]1CN([C@@H](C)CO)C(=O)Cc2cc(NC(=O)Nc3ccc4c(c3)OCO4)ccc2O[C@H]1CN(C)C(=O)Nc1cccc2ccccc12	-0.5
COc1ccc(CNC(=O)C[C@@H]2CC[C@H]3[C@H](COc4ccc(NC(=O)C(C)C)cc4C(=O)N3C)O2)cc1	0.5
CC(C)NC(=O)N[C@@H]1CC[C@H](CC(=O)O)O[C@@H]1CO	-0.2
CO[C@H]1CN(C)C(=O)c2ccc(NC(=O)c3ccc4c(c3)OCO4)cc2OC[C@H](C)N(CCC(F)(F)F)C[C@H]1C	-0.6
CC(C)CC#Cc1ccc2c(c1)O[C@@H](CN(C)C(=O)C1CCC1)[C@@H](C)CN([C@H](C)CO)S2(=O)=O	-0.5
CCNC(=O)Nc1ccc2c(c1)C(=O)N(C)[C@H]1CC[C@H](CC(=O)NCC3CCCCC3)O[C@@H]1CO2	-1.4
COc1ccccc1S(=O)(=O)N[C@@H]1CC[C@H](CCn2cc(C3CCCCC3)nn2)O[C@@H]1CO	-2.3
O=C(C[C@H]1CC[C@@H](NC(=O)NC2CCCCC2)[C@H](CO)O1)NCc1ccc(F)cc1	1.0
C[C@@H]1CN([C@@H](C)CO)C(=O)c2cccc(N(C)C)c2O[C@H]1CN(C)Cc1ccc(Cl)c(Cl)c1	0.0
CCc1cnc(N2[C@H](C#N)[C@H](c3ccc(C#CC(C)C)cc3)[C@H]2CO)s1	2.1
C[C@@H]1CN([C@H](C)CO)S(=O)(=O)c2ccc(C#CCN(C)C)cc2O[C@H]1CN(C)S(=O)(=O)c1cccc(F)c1	-0.8
CS(=O)(=O)Nc1ccc2c(c1)[C@H]1C[C@@H](CC(=O)N3CCOCC3)O[C@H](CO)[C@H]1O2	-3.2
C[C@H](CO)N1C[C@H](C)[C@@H](CN(C)CC2CCCCC2)OCCCC[C@H](C)Oc2ccc(NC(=O)Nc3ccccc3)cc2C1=O	1.4
O=C(C[C@H]1C[C@@H]2c3cc(NC(=O)CC4CC4)ccc3O[C@@H]2[C@H](CO)O1)NCc1ccc(Cl)cc1	0.9
CC=Cc1ccc2n(c1=O)C[C@H]1[C@H](CO)[C@@H](C(=O)N3CCc4ccccc4C3)N(C(=O)CC)[C@@H]21 (mixture of isomers)	-0.5
Cc1ccc(S(=O)(=O)Nc2cccc3c2O[C@H](CN(C)Cc2ccc(C(F)(F)F)cc2)[C@@H](C)CN([C@H](C)CO)C3=O)cc1	0.4
COC(=O)C[C@@H]1CC[C@@H]2[C@H](COc3ccc(NC(=O)c4ccc(C(F)(F)F)cc4)cc3C(=O)N2C)O1	1.5
The list goes on:
SMILES	TcdB GH inh
C[C@@H]1CCCCO[C@H](CN(C)S(=O)(=O)c2ccc(F)cc2)[C@@H](C)CN([C@H](C)CO)C(=O)c2cc(NC(=O)CCCN(C)C)ccc2O1	0.8
O=C(NCC[C@H]1CC[C@@H](NC(=O)c2cnccn2)[C@@H](CO)O1)Nc1ccc(Cl)cc1	0.0
O=C(C[C@@H]1C[C@@H]2c3cc(NC(=O)Nc4ccccc4)ccc3O[C@@H]2[C@H](CO)O1)NCCN1CCCCC1	-0.2
Cc1noc(C)c1C(=O)N(C)C[C@@H]1OCc2ccccc2-c2ccccc2C(=O)N([C@H](C)CO)C[C@H]1C	-0.2
Cc1cc(C(=O)Nc2cccc3c2O[C@H](CN(C)S(=O)(=O)c2ccccc2)[C@@H](C)CN([C@@H](C)CO)C3=O)n(C)n1	-1.2
C[C@@H]1CN([C@H](C)CO)S(=O)(=O)c2ccc(C#Cc3ccc(F)cc3)cc2O[C@H]1CN(C)C(=O)CN(C)C	2.3
CCS(=O)(=O)Nc1ccc2c(c1)C(=O)N(C)C[C@H](OC)[C@H](C)CN(C(C)=O)[C@H](C)CO2	-3.8
Cc1noc(C)c1S(=O)(=O)N(C)C[C@@H]1Oc2ccc(NC(=O)CCC(F)(F)F)cc2CC(=O)N([C@@H](C)CO)C[C@H]1C	-0.3
CN(C)C(=O)C[C@H]1C[C@@H]2c3cc(NC(=O)Nc4ccccc4F)ccc3O[C@@H]2[C@@H](CO)O1	1.5
COc1ccc(CN(C)C[C@H]2Oc3ccc(NC(=O)NC(C)C)cc3C(=O)N([C@@H](C)CO)C[C@@H]2C)cc1	-0.6

Arranged by formula weight (highest first): eleven of the compounds above
SMILES	TcdB GH inh
C[C@@H]1CCCCO[C@H](CN(C)S(=O)(=O)c2ccc(F)cc2)[C@@H](C)CN([C@H](C)CO)C(=O)c2cc(NC(=O)CCCN(C)C)ccc2O1	0.8
Cc1ccc(S(=O)(=O)Nc2cccc3c2O[C@H](CN(C)Cc2ccc(C(F)(F)F)cc2)[C@@H](C)CN([C@H](C)CO)C3=O)cc1	0.4
Cc1noc(C)c1S(=O)(=O)N(C)C[C@@H]1Oc2ccc(NC(=O)CCC(F)(F)F)cc2CC(=O)N([C@@H](C)CO)C[C@H]1C	-0.3
Cc1cc(C(=O)Nc2cccc3c2O[C@H](CN(C)S(=O)(=O)c2ccccc2)[C@@H](C)CN([C@@H](C)CO)C3=O)n(C)n1	-1.2
COc1ccc(CN(C)C[C@H]2Oc3ccc(NC(=O)NC(C)C)cc3C(=O)N([C@@H](C)CO)C[C@@H]2C)cc1	-0.6
O=C(C[C@@H]1C[C@@H]2c3cc(NC(=O)Nc4ccccc4)ccc3O[C@@H]2[C@H](CO)O1)NCCN1CCCCC1	-0.2
Cc1noc(C)c1C(=O)N(C)C[C@@H]1OCc2ccccc2-c2ccccc2C(=O)N([C@H](C)CO)C[C@H]1C	-0.2
O=C(C[C@H]1C[C@@H]2c3cc(NC(=O)CC4CC4)ccc3O[C@@H]2[C@H](CO)O1)NCc1ccc(Cl)cc1	0.9
CCS(=O)(=O)Nc1ccc2c(c1)C(=O)N(C)C[C@H](OC)[C@H](C)CN(C(C)=O)[C@H](C)CO2	-3.8
CN(C)C(=O)C[C@H]1C[C@@H]2c3cc(NC(=O)Nc4ccccc4F)ccc3O[C@@H]2[C@@H](CO)O1	1.5
O=C(NCC[C@H]1CC[C@@H](NC(=O)c2cnccn2)[C@@H](CO)O1)Nc1ccc(Cl)cc1	0.0

These rows are one share of the data. The share of hits here may be higher or lower than overall.
